Screening results (PubChem BioAssay)
TIM10 inh – growth inhibitors of isogenic TIM10 control yeast, primary screen, counter-screen for tim10-1 yeast inhibitor project, luminescence, uHTS; S. cerevisiae TIM10 strain growth, BacTiter-Glo luminescence, 24 h; inhibition, % at 10 µM; 1.4% of 330,000 active; AID 463195, 2010;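 active = inhibition of 40% or more at the single tested concentration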;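 also: wild-type TIM10 isogenic control strain grown at permissive 25 °C; 0% = DMSO yeast wells and 100% = minimal medium wells without yeast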
Jurkat NFkB inh – inhibitors of induced NF-kB luciferase reporter, primary screen, TCR NF-kB activation inhibitor project, cell-based, luminescence, uHTS. Jurkat, PMA/ionomycin-induced NF-kB luciferase reporter. inhibition, % at 4 µM. 0.53% of 330,000 active; in the data active = inhibition above about 50%
tim10-1 inh – growth inhibitors of tim10-1 mutant yeast, primary screen, luminescence, uHTS; inhibition, % at 20 µM; S. cerevisiae tim10-1 ts strain growth, BacTiter-Glo, 24 h; AID 463190, 2010; 2.2% of 330,000 active;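 active = inhibition of at least 40%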;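 also: mutant grown at 25 °C; 0% = DMSO wells with yeast and 100% = wells holding no yeast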
XBP1 UPR activ – activators of adaptive XBP1 UPR arm, primary screen, cell-based, CHO-XBP1 luciferase reporter, luminescence, uHTS; IRE1-XBP1 UPR activation; percent of tunicamycin response, DMSO as zero; activation, % at 20 µM; 0.33% of 330,000 active;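 active = versus positive control, 20 µM dose yields 30% or more activation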;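 also: 100% = tunicamycin at 10 µg/mL and 0% = DMSO only wells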
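Material: CHO cell line with stable XBP1 luciferase reporter; schedule: 16-18 h cell attachment at 37 °C, then 6 h compound exposure; signal: glow luminescence from Steady-Glo reagent; medium: serum-containing F12 medium, 10% FBS; benchmarks: tunicamycin 10 µg/mL and vehicle-only wells; read-out: percent activation relative to tunicamycin reference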
Mdm2-MdmX inh – inhibitors of human Mdm2-MdmX association, primary screen, cell-based, luminescence, split luciferase, SaOS-2, uHTS | SaOS-2 split-luciferase Mdm2/MdmX complementation | inhibition, % at 8 µM | 3% of 330,000 active;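 active = inhibition of at least 50% at 8 µM in the primary screen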
Target sequence (O15151 whole entry, looked up): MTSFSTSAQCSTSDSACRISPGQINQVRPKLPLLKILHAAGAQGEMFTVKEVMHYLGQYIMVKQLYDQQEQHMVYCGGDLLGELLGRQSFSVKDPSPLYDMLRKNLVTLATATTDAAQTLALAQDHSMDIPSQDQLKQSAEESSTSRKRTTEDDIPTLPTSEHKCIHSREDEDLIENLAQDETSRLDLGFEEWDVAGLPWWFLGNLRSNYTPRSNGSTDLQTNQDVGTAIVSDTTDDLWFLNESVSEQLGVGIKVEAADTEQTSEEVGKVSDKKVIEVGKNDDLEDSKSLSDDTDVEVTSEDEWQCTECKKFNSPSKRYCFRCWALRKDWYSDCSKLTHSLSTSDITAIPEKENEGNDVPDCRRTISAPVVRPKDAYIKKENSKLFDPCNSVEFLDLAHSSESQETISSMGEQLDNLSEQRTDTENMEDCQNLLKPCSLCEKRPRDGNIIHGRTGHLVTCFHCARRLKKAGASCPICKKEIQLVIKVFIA
Target sequence (Q00987 whole entry, looked up): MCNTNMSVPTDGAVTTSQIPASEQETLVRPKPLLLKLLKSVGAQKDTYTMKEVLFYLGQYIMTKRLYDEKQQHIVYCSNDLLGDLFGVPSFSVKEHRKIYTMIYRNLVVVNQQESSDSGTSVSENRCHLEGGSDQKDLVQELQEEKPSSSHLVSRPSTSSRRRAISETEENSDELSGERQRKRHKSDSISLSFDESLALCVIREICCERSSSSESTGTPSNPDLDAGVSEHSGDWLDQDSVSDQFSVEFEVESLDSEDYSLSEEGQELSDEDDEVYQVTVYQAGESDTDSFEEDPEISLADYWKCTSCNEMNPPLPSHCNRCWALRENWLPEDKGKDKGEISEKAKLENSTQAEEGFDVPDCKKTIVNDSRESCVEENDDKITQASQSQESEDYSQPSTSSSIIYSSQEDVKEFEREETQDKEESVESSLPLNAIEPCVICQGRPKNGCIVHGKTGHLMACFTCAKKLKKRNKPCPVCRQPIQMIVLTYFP
697 NFkB inh – inhibitors of PMA/ionomycin-induced NF-kB reporter, 697 cells, primary screen, B-cell NF-kB inhibitor project, cell-based, luminescence, uHTS; inhibition, % at 4 µM; 697 B-cell NF-kB luciferase reporter, 16 h; 0.33% of 330,000 active; in the data active = inhibition above about 35%
tim23-1 inh – growth inhibitors of tim23-1 mutant yeast, primary screen, luminescence, uHTS; 1.3% of 330,000 active; inhibition, % at 20 µM; AID 463212, 2010; S. cerevisiae tim23-1 growth, BacTiter-Glo luminescence, 24 h;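 active = growth inhibition of the mutant yeast at or above 50%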;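 also: temperature-sensitive mutant grown at 25 °C; plate controls were DMSO-treated mutant yeast for no effect and medium wells lacking yeast for full effect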
UPR CHOP act – activators of apoptotic CHOP UPR arm, primary screen, cell-based, CHO-CHOP luciferase reporter, luminescence, uHTS; 0.34% of 330,000 active; activation, % at 10 µM; UPR activation; percent of tunicamycin response over DMSO baseline; AID 449763, 2010;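 active = at 10 µM dose, activation of 40% or more, normalized to positive control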;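 also: 100% = tunicamycin at 10 µg/mL and 0% = DMSO alone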
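Test system: CHO CHOP reporter cells. Input: 500 CHO-CHOP cells per well. Medium: F12 with 10% FBS. Technique: luciferase luminescence. Measure: percent activation relative to tunicamycin control. Dosing: 10 µM compound, 0.5% DMSO. Timing: 16-18 h cell attachment, then 6 h compound exposure, 37 °C.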
* hit, by the source's call. An unsorted share of the library; about 6.6% have a hit in one of these screens.

mol | Jurkat NFkB inh | Mdm2-MdmX inh | TIM10 inh | UPR CHOP act | XBP1 UPR activ | 697 NFkB inh | tim23-1 inh | tim10-1 inh
COc1ccc(OC)c(N2CC(O)(c3cccs3)[N+]3=C2SCCC3)c1 (stereo not drawn) | -3.7 | 10.8 | 3.4 | -1.6 | -2.2 | 9.6 | 8.6 | 6.8
COC(=O)c1c(C(=O)OC)c2n(c1C)CCS2 | 20.7 | 10.5 | -7.3 | -0.2 | 1.1 | 12.0 | -5.0 | -20.7
COc1ccc(OCC(=O)NNC(=O)c2c(-c3ccccc3Cl)noc2C)cc1 | -1.0 | 12.3 | -11.0 | -1.9 | -1.2 | -4.5 | -2.6 | -6.8
C#CCNC(=O)C1=C[C@H](c2ccc(C(F)(F)F)cc2)[C@@H](CCCO)[C@H](OCC)O1 | 2.7 | 16.5 | -9.2 | -1.7 | 2.7 | 19.0 | -15.9 | -14.9
COc1cc(OC)c(C(=O)OCC(=O)c2cc(C)n(CC3CCCO3)c2C)cc1OC (stereo not drawn) | 3.4 | -1.7 | 26.0 | 2.0 | 1.9 | 0.3 | 26.4 | 24.4
CCOC(=O)N1CCN(C2CC(=O)N(c3ccc(Oc4ccccc4)cc3)C2=O)CC1 (stereo not drawn) | 7.8 | 1.9 | 27.0 | 0.5 | -0.3 | 0.9 | 13.2 | 39.9
Cc1nc(NC(=O)COC(=O)C2CC3CCCC(C2)C3=O)c(Cl)cc1Cl (stereo not drawn) | 9.6 | -1.2 | -8.1 | -0.4 | -2.0 | 8.7 | 2.6 | 2.4
O=C(O)c1cc2cccc(S(=O)(=O)N3CCCCC3)c2cc1O | -1.2 | -15.8 | 4.6 | 2.3 | -1.2 | 10.8 | 3.0 | -10.8
CCN(CC(=O)NCc1ccc(F)cc1)C(=O)Cc1ccc(OC)cc1 | -8.6 | -11.4 | -4.6 | 0.8 | 5.2 | -6.1 | 9.9 | 11.2
CCOC(=O)/C(C#N)=C\C1=C(N2CCCC2)CC(C)(C)OC1 | 22.3 | -5.1 | 0.0 | -1.0 | -0.9 | 9.6 | 16.5 | 6.9
CC(C)CN(CC(C)C)S(=O)(=O)N1CCC(C(=O)NCc2ccco2)CC1 | -6.9 | 6.6 | -1.9 | -1.4 | -6.2 | -6.3 | 25.8 | 11.6
O=C(Nc1cccc(-c2cn3cccnc3n2)c1)c1ccc2c(c1)OCO2 | -5.8 | 17.9 | 3.0 | 2.5 | 5.3 | 12.9 | 4.4 | 7.0
CC1=NNC(=O)c2ccccc2O1 | -6.0 | -19.6 | -18.3 | -0.6 | -0.3 | 15.8 | 14.2 | 2.1
COc1ccc([C@@H]2C[C@@H](c3ccccc3)Oc3cc(C)cc(C)c32)cc1 | 20.6 | -7.9 | -2.5 | 1.3 | -0.7 | -11.7 | -1.3 | -8.1
O=C(CN(Cc1ccco1)C(=O)CNS(=O)(=O)c1ccc(Cl)cc1)NC1CCCCC1 | 0.4 | 2.3 | -2.6 | -0.7 | -3.1 | -10.6 | 7.6 | 13.3
O=C(Nc1ccc(Cl)cc1)c1cc2c(cc1O)[nH]c1ccccc12 | 2.0 | 97.3* | 15.5 | 3.2 | -2.5 | -0.5 | 7.3 | 8.1
CCCC(=O)Nc1nnc(Sc2ccc(N(C)C)cc2)s1 | -0.1 | 28.2 | -2.5 | -1.2 | 5.0 | -20.6 | -10.7 | -31.2
CC1=CC(c2ccccc2)n2nc(N3C(=O)c4ccccc4C3=O)nc2N1 (stereo not drawn) | -2.3 | 36.2 | 9.0 | -0.3 | 1.0 | 17.5 | 16.3 | 22.7
COC(=O)CCCC1=CC2=C(c3ccccc3)C(=O)C(C)(OC(=O)C3CCCC3)C(=O)C2=CN1Cc1ccc2c(c1)OCO2 (stereo not drawn) | 2.7 | 14.6 | -10.2 | -1.8 | -1.2 | 5.1 | 0.9 | 13.4
Cn1cc(C(=O)N/N=C/C(Br)=C/c2ccccc2)ccc1=O | 30.4 | 10.6 | 18.2 | 1.7 | -0.1 | -32.2 | 18.4 | 24.0
Fc1ccccc1-c1n[nH]c(=S)n1C1CC1 | 10.1 | 17.4 | 5.5 | 0.1 | -2.0 | 8.3 | -17.4 | -4.6
COc1ccc(C(=O)NCCS(=O)(=O)NC2CCCC2)cc1 | 11.4 | 3.2 | 40.5* | 1.6 | -4.5 | 19.7 | 5.9 | -2.3
Cc1c(C(=O)NCCSCc2cccc(C(F)(F)F)c2)cnn1-c1ccc(F)cc1 | -4.4 | 10.7 | -16.0 | -1.0 | -1.4 | 0.5 | 24.1 | 23.8
COc1ccc(C2=NN(C(=O)c3ccccc3)C(c3cccc([N+](=O)[O-])c3)C2)cc1 (stereo not drawn) | 10.6 | 20.2 | 19.3 | 0.9 | -0.7 | 1.4 | 25.0 | 28.6

Pulled by structure from the entries so far (two):
mol | Jurkat NFkB inh | Mdm2-MdmX inh | TIM10 inh | UPR CHOP act | XBP1 UPR activ | 697 NFkB inh | tim23-1 inh | tim10-1 inh
O=C(Nc1ccc(Cl)cc1)c1cc2c(cc1O)[nH]c1ccccc12 | 2.0 | 97.3* | 15.5 | 3.2 | -2.5 | -0.5 | 7.3 | 8.1
COc1ccc(C2=NN(C(=O)c3ccccc3)C(c3cccc([N+](=O)[O-])c3)C2)cc1 (stereo not drawn) | 10.6 | 20.2 | 19.3 | 0.9 | -0.7 | 1.4 | 25.0 | 28.6

(more compounds)
mol | Jurkat NFkB inh | Mdm2-MdmX inh | TIM10 inh | UPR CHOP act | XBP1 UPR activ | 697 NFkB inh | tim23-1 inh | tim10-1 inh
Cc1ccc(NC(=O)CSc2ccc(-c3ccccn3)nn2)c(C)c1 | -5.4 | 30.7 | -3.5 | -0.5 | -3.3 | 13.2 | 11.7 | 17.1
CN(C)CCCN=C(NO)c1ccc(Cl)cc1Cl | -14.7 | -7.1 | 1.6 | 0.1 | 1.2 | -13.6 | -5.4 | -5.1
CCCC(C(=O)Nc1ccc(S(=O)(=O)N2CCOCC2)cc1)c1ccccc1 (stereo not drawn) | -1.9 | 12.8 | 5.8 | -1.3 | -1.5 | 0.6 | 17.3 | 24.6
CC(=O)Nc1ccc(NC(=O)CC(c2ccccc2)c2ccccc2)cc1 | 8.8 | 17.2 | 2.9 | -0.3 | -4.7 | 3.6 | 12.9 | 9.6
Cc1cc(C(=O)CSc2nnc(CCC(N)=O)n2C)c(C)n1C1CC1 | 13.7 | -13.9 | -3.0 | 2.2 | 1.1 | 3.5 | 11.8 | 8.7
C[C@]12CCC(=O)C[C@@H]1CC[C@@H]1[C@@H]2CC[C@]2(C)C=CC[C@@H]12 | 3.4 | 12.5 | 9.9 | -3.1 | -8.0 | -7.5 | 32.7 | 52.0*
CCOC(=O)Cn1cnc2c(nnn2Cc2ccc(Cl)cc2)c1=O | -8.4 | 16.2 | -3.4 | 0.7 | 0.5 | 19.8 | 8.3 | 3.5
Cc1ccc(S(=O)(=O)NCCNC(=O)C2CCCNC2=O)cc1 (stereo not drawn) | 2.7 | -15.4 | 10.5 | 1.9 | -2.6 | 5.5 | 10.3 | 6.6
CN(C)CCCN(C(=O)C1=COCCO1)c1nc2ccc(Br)cc2s1 | 2.6 | 29.7 | 27.6 | -0.2 | -3.0 | 5.6 | 19.3 | 14.9
CC(=O)NC(Cc1c[nH]c2ccccc12)C(=O)N1CCN(S(=O)(=O)c2ccccc2)CC1 (stereo not drawn) | 4.7 | 1.1 | 3.0 | 0.1 | -1.0 | 10.6 | -2.3 | -9.8
CC(C)(C)OC(=O)C[C@H]1C/C=C\C[C@@H](CC(=O)N(CCO)Cc2ccccc2)C(=O)N2CCC[C@H]2COC1=O | 1.6 | -14.7 | 7.1 | -1.2 | 0.7 | -8.4 | 2.1 | 5.7
Cc1ccc(NC(=O)CN(C)C(=O)c2cccc(-n3cccc3)c2)cc1 | 1.9 | 3.9 | -1.7 | -1.1 | -3.6 | -11.8 | 26.0 | 21.4

2 successive compounds from above, for reference:
mol | Jurkat NFkB inh | Mdm2-MdmX inh | TIM10 inh | UPR CHOP act | XBP1 UPR activ | 697 NFkB inh | tim23-1 inh | tim10-1 inh
Cc1ccc(NC(=O)CSc2ccc(-c3ccccn3)nn2)c(C)c1 | -5.4 | 30.7 | -3.5 | -0.5 | -3.3 | 13.2 | 11.7 | 17.1
CN(C)CCCN=C(NO)c1ccc(Cl)cc1Cl | -14.7 | -7.1 | 1.6 | 0.1 | 1.2 | -13.6 | -5.4 | -5.1

Following part:
mol | Jurkat NFkB inh | Mdm2-MdmX inh | TIM10 inh | UPR CHOP act | XBP1 UPR activ | 697 NFkB inh | tim23-1 inh | tim10-1 inh
O=C(Nc1ccc(Cl)c(Cl)c1)N(CCCN1CCOCC1)Cc1cccnc1 | -6.4 | -3.6 | -27.8 | 0.3 | -1.2 | 5.0 | 4.2 | -12.8
Cc1ccc(C)c(NC(=S)N2CCCCC2CO)c1 (stereo not drawn) | 2.6 | -0.1 | -1.8 | 0.1 | -0.4 | 10.8 | -3.7 | -5.5
COc1ccc(NC(=O)CN2C(=O)NC(C)(c3ccccc3)C2=O)c(OC)c1 (stereo not drawn) | 6.0 | -17.9 | 10.8 | -1.6 | 1.7 | -11.1 | -3.6 | -23.4
C=CCn1c(NC(=O)c2ccc(C)cc2)c(C#N)sc1=N | -12.3 | 16.7 | -10.3 | -0.8 | -4.1 | 7.1 | 9.3 | 10.1
Cc1ccc(SCc2cc(=O)[nH]c(/N=C(\N)Nc3ccc(C)c(C)c3)n2)cc1 | 16.9 | 16.1 | -4.0 | 1.7 | -2.3 | 14.9 | -10.3 | 9.7
CCS(=O)(=O)c1ccc(O)c(NC(=O)CC2(CC(=O)O)CCCC2)c1 | 6.8 | 13.7 | 23.0 | -0.2 | -2.5 | 3.4 | 13.0 | 7.8
Cc1ccc(C)c(N2N=C(C(=O)Nc3ccc(N4CCOCC4)cc3)CCC2=O)c1 | -18.2 | 18.2 | 5.0 | -0.2 | 0.8 | 3.0 | 13.9 | -6.5
COC(=O)c1ccccc1NC(=O)Cn1c(CCC(=O)O)ccc1-c1cccs1 | -3.5 | 19.6 | 2.1 | -0.5 | -1.7 | 17.5 | 19.1 | 13.8
COCCn1c(SCC(=O)Nc2ccccc2OC)nc2ccccc2c1=O | -8.4 | 22.4 | -12.9 | 0.1 | 1.8 | 7.3 | 14.3 | -21.9
Cn1c(-c2ccc(F)cc2)cnc1SCC(=O)Nc1ccccc1 | 7.6 | -1.4 | 16.3 | -0.3 | -0.4 | -3.3 | 39.8 | 19.8
CC(=O)NC(NC(=S)Nc1ccc(C)cc1C)C(Cl)(Cl)Cl (stereo not drawn) | -4.5 | 8.7 | -6.6 | -0.5 | -1.3 | 3.8 | -0.2 | -5.8
Nc1c(N(C(=O)Nc2ccc(Cl)c(Cl)c2)C2CCCC2)c(=O)[nH]c(=O)n1Cc1ccccc1 | 3.5 | 77.5* | -5.6 | 0.1 | -3.0 | 22.8 | -2.4 | -3.6
Cc1ccc(NC(=O)c2cc(NC(=O)CCCC(=O)O)ccc2Cl)cc1Cl | -3.5 | -15.4 | 5.4 | 0.5 | -1.1 | -4.2 | -17.5 | -20.4
COc1ccccc1N1CCN(CCN2C(=O)CC3(CCCC3)CC2=O)CC1 | 0.9 | -3.4 | -3.4 | 0.7 | -3.0 | 20.2 | 16.6 | 6.5
Cc1ccc(-n2ncc3c(NCc4ccco4)ncnc32)c(C)c1 | -13.1 | 2.8 | -6.6 | 0.3 | -1.2 | -11.5 | 19.3 | 12.8
